Screens as filed in PubChem BioAssay.
D2 ag = activates the human D2 dopamine receptor; activation, % at 2 µM; HEK293 T-REx D2 cells, calcium flux agonist mode; P14416; 0.53% of 340,000 active;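 active = activation over 3 SD above normal in the single-dose calcium agonist read, cut at about 30% in these data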; also: 0% is about no effect
Target sequence (P14416 whole entry, looked up): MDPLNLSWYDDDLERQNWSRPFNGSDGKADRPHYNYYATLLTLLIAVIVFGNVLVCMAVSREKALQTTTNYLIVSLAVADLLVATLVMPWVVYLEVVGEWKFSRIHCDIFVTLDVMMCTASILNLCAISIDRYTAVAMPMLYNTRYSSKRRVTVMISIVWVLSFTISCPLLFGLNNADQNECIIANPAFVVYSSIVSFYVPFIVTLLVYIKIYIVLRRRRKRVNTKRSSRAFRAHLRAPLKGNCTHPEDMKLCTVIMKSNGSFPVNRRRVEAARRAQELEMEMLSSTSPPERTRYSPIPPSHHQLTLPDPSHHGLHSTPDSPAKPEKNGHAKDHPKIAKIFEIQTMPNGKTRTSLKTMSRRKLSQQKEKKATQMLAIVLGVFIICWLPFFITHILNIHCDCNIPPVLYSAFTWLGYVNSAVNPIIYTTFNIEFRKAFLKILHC
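Agonism scored from kinetic calcium signal (1 read/sec, 180 s) following compound pin transfer, after a 10 s baseline. Cells: HEK293 Trex line expressing inducible D2 receptor coupled to calcium, dye-loaded after overnight culture at 30 C.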
D1 PAM = potentiators of human D1 dopamine receptor; potentiation, % at 10 µM; 0.036% of 360,000 active; HEK293 TREx D1 cells, calcium flux, dopamine EC20 potentiation; P21728; in the data active = potentiation above about 30%; also: 0% is about no effect
Target sequence (P21728 whole entry, looked up): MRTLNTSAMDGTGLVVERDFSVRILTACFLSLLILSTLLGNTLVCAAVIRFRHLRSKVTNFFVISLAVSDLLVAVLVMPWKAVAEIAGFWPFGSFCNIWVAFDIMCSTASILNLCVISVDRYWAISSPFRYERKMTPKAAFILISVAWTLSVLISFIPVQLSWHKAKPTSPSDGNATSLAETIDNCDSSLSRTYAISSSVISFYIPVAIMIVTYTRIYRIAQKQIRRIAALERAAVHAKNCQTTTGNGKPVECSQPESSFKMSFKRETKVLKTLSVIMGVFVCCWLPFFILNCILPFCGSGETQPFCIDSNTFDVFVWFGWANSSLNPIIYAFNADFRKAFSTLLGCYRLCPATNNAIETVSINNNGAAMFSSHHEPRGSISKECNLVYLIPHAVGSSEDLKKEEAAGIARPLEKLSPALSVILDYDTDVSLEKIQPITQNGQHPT
TRHR ag = TRH receptor (human) agonism; TRHR cells, calcium flux fluo-8, FDSS agonist mode; activation, % at 2 µM; 0.18% of 360,000 active; AID 493084; also: 0% is about no effect
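Steps: seed TRHR cells overnight; add fluo-8 no-wash Ca dye, RT 30 min–1.5 h; record 10 s baseline; pin-transfer compounds; monitor fluorescence 1 cycle/s for the agonist window. Calcium increases flag candidate agonists.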
D1 antag = blocks dopamine activation of the human D1 receptor; 3.2% of 360,000 active; P21728; HEK293 TREx D1 cells, calcium flux, dopamine EC80; active compounds read low; AID 504652; activity change, negative = inhibition, % at 10 µM; in the data active = activity change below about -30%; also: % is scaled to controls: 0 for no effect and ±100 for the full control effect
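After overnight tetracycline induction at 30 C, force-coupled D1 HEK293 cells took up a no-wash calcium dye at room temperature. Compounds were added and monitored 180 s, and the response to EC80 dopamine was then recorded.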
RXFP1 antag = antagonists of human relaxin receptor RXFP1; Q9HBX9; HEK293-RXFP1, relaxin-stimulated cAMP HTRF, 30 min; active compounds read low; activity change, negative = inhibition, % at 57.5 µM; 0.59% of 350,000 active; AID 1259400;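 active = activity change of -60% or lower, but not beyond a set lower limit; inconclusive = change between -60% and -40%, or beyond the set limit; inactive = change above -40%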; also: % is scaled to controls: 0 for no effect and ±100 for the full control effect
D2 PAM = positively modulates the human D2 dopamine receptor allosterically. HEK293 T-REx D2, calcium flux, EC20 dopamine potentiation. 0.34% of 340,000 active. P14416. potentiation, % at 10 µM;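 active = potentiation over 3 SD above the plate norm, cut at about 30% in these data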; also: 0% is about no effect
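Calcium flux readout, no-wash dye, 1 read/s. Inducible HEK293 Trex D2 line, overnight 30 C. Compound alone 180 s (agonist flags), then EC20 dopamine, another 180 s to score potentiation.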
D1 agonist = activates the human D1 dopamine receptor; HEK293 T-REx D1 cells, calcium flux, agonist mode; activation, % at 2 µM; 1% of 360,000 active; also: 0% is about no effect
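Tetracycline-induced HEK293 TREx D1 cells, force-coupled to calcium signalling, were dye-loaded with a no-wash calcium kit. Compound was pin-added after a 10 s baseline. Fluorescence was read kinetically at 1 cycle/s for 180 s, with calcium rises flagged as agonism.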
D2 antag = D2 dopamine receptor (human) antagonism. P14416. HEK293 TREx D2 cells, calcium flux, dopamine EC80. inhibition, % at 10 µM. 2% of 340,000 active; in the data active = inhibition above about 30%; also: 0% is about no effect
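Tetracycline-induced HEK293 TREx cells expressing D2 receptor forced-coupled to calcium signalling, loaded with no-wash calcium dye. Compounds added and calcium flux read 180 s, then dopamine added at EC80 and read a further 180 s.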
TRHR PAM = allosterically enhances the human TRH receptor. 0.66% of 360,000 active. enhancement, % at 2 µM. AID 493056. TRHR cells, fluo-8 calcium fluorescence, EC20 TRH enhancement; in the data active = enhancement above about 30%; also: 0% is about no effect
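Enhancer read-out: after compound pinning and an initial kinetic agonist-mode read, an EC20 of TRH (10 nM final) was injected and fluo-8 calcium signal (Ex 480/Em 530) followed at 1 s/cycle for 100 cycles in TRHR-expressing cells.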
* hit, by the source's call; ? = inconclusive; nt = no result given. Rule as the data show it, unless noted: active = activation above about 30%; inactive = the rest.

Order of results: D2 ag, D1 PAM, TRHR ag, D1 antag, RXFP1 antag, D2 PAM, D1 agonist, D2 antag, TRHR PAM
COc1cc(NC(=O)C2CCC(CNc3c(N4CCCCC4)c(=O)c3=O)CC2)cc(OC)c1 (stereo not drawn)
 : nt, 0, 0.3, 18, nt, 4, 0, nt, -3
O=C(NCc1cccs1)c1cc(-c2ccncc2)nc2ccc(Br)cc12
 : 0.3, -5, 0.6, 0, nt, 0, 3, -4, 5
Cc1coc2cc3oc(=O)c(CCC(=O)N4C[C@H]5C[C@@H](C4)c4cccc(=O)n4C5)c(C)c3cc12
 : 4.0, -4, -1.1, -5, nt, 8, 1, 2, 22
CCN(CCN(C)C)C(=O)Cn1ncc2c1-c1cc(C)ccc1OC2
 : 1.2, -1, 0.2, -33*, -12, 4, 2, 3, 2
S=c1nc(C2CCCCC2)[nH][nH]1
 : 0.5, 2, 0.2, -50*, -7, -3, 1, 2, 4
Cc1ccc(N(Cc2ccccc2)C(=O)c2ccc(F)c(S(=O)(=O)N3CCOCC3)c2)cc1
 : 0.2, -4, 0.0, 10, 0, -4, 2, 59*, -8
COc1ccc(N2CCN(C(=O)CCNC(=O)c3ccc(Br)cc3)CC2)cc1
 : 0.2, -1, -0.4, -17, 0, 5, 2, -5, 9
Cc1cccc(OCC(=O)Nc2cccc(C(=O)OCc3cc(=O)n4c(C)csc4n3)c2)c1
 : 1.9, 0, 0.1, -14, -16, 7, 3, nt, -5
O=C(Nc1sc2c(c1C(=O)NCC1CCCO1)CCCC2)c1cccs1 (stereo not drawn)
 : 0.0, 2, -0.1, 21, -13, -5, 1, -6, -16
CC1CCCN(S(=O)(=O)c2ccc(NC(=O)Cc3ccc(S(=O)(=O)N4CCOCC4)s3)cc2)C1 (stereo not drawn)
 : -0.7, -4, -1.7, 4, 4, 12, 11, -16, 4
N#Cc1ccccc1OCC(=O)OCCCOC(=O)COc1ccccc1C#N
 : 62*, -2, 0.5, -16, -13, -19, 5, 15, -1
CCCOc1ccc(CNC(=O)C2CCN(C(=O)c3sccc3-n3cccc3)CC2)cc1
 : 0.0, 2, 0.4, -8, 4, 3, 0, nt, -4
COc1ccc(/C=C\C(=O)NCc2ccc3c(c2)cc(C)n3C)cc1OC
 : 0.1, 3, 0.0, 0, 9, 15, -1, -10, 6
O=C(NCc1ccc(Cl)cc1)C1CCCN(C(=O)c2ccc(Cl)cc2)C1 (stereo not drawn)
 : -0.4, -5, -1.0, -21, -7, 3, 0, 38*, -2
COc1cc(/C=C/C(=O)c2cccc([N+](=O)[O-])c2)cc(OC)c1OC
 : 1.4, -8, -1.0, 8, ?, 17, 2, -4, 2
COC(=O)c1c(NC(=O)CCCOc2ccc(C(C)(C)C)cc2)sc2c1CCC(C)C2 (stereo not drawn)
 : -1.4, 2, 0.1, 6, nt, 5, 0, nt, 6
Cn1c(=O)oc2cc(S(=O)(=O)NCCC(=O)N3CCN(c4ccccc4)CC3)ccc21
 : 9.5, 10, -0.2, 2, 10, 0, 2, -28, -4
O=C(O)C1C2CC2CN1C(=O)c1ccc(Cl)cc1 (stereo not drawn)
 : 1.0, -2, 0.0, -5, -22, -8, 4, -5, -6
CCCCCCC(=O)Nc1nc(C)c(-c2csc(Nc3cc(OC)ccc3OC)n2)s1
 : 0.3, -9, 0.1, 4, nt, 6, 2, 2, 4
COc1ccc(C(=O)c2c[nH]cc2-c2ccccc2)cc1
 : -1.8, -2, -0.7, -1, 10, 5, 4, 40*, -4
C=CCN1C(=O)c2ccc(C(=O)N(CCC)CC(=O)Nc3ccccc3C)cc2C1=O
 : 0.6, -1, 0.4, 12, 0, 2, 0, -10, 3
O=C(CSc1nc2c(c(=O)[nH]1)CN(Cc1ccc(F)cc1)CC2)Nc1ccc(F)cc1
 : -0.7, -3, -0.7, -18, -13, 8, 3, -1, -3
CCCCOC(=O)/C(=C/c1cn(C)c2ccccc12)NC(=O)c1ccc(OC)cc1
 : -1.0, 5, -0.7, -19, -11, -4, 1, -8, -1
COc1cc2nc(CN3CCN(S(=O)(=O)c4ccccc4)CC3)[nH]c(=O)c2cc1OC
 : 0.4, -8, -0.4, -5, -13, 3, 0, 0, 9
CC(C)(C)OC(=O)NCCCC(CCCNC(=O)OC(C)(C)C)C(=O)O
 : -0.1, -2, 0.6, -3, -6, -4, 1, -21, -3
CCCc1nc(N)c(C#N)c(N)c1C#N
 : -0.5, 8, 0.2, -1, 2, -6, 4, 2, 5
Cc1cc(C)n2nc(SCc3nc4ccccc4[nH]3)nc2n1
 : 1.0, 5, -0.2, -1, 0, 12, 2, -2, -1
COc1ccc(C2C(C(=O)c3cccs3)=C(O)C(=O)N2c2nnc(C)s2)cc1OC (stereo not drawn)
 : 14, -5, 193*, 3, 29, 6, 77*, -30, 8
COc1ccc(-n2c(=O)[nH]cc(C(=O)N3CCCc4ccccc43)c2=O)cc1
 : 0.4, -3, -0.8, -31*, -2, -10, 2, -18, 0
CCOCCCNC(=O)c1c[nH]c2ccc(C)cc2c1=O
 : 0.8, -10, 0.3, 32, -13, 8, -1, -26, 12

13 successive records from above, for reference:
Order of results: D2 ag, D1 PAM, TRHR ag, D1 antag, RXFP1 antag, D2 PAM, D1 agonist, D2 antag, TRHR PAM
COc1cc(/C=C/C(=O)c2cccc([N+](=O)[O-])c2)cc(OC)c1OC
 : 1.4, -8, -1.0, 8, ?, 17, 2, -4, 2
COC(=O)c1c(NC(=O)CCCOc2ccc(C(C)(C)C)cc2)sc2c1CCC(C)C2 (stereo not drawn)
 : -1.4, 2, 0.1, 6, nt, 5, 0, nt, 6
Cn1c(=O)oc2cc(S(=O)(=O)NCCC(=O)N3CCN(c4ccccc4)CC3)ccc21
 : 9.5, 10, -0.2, 2, 10, 0, 2, -28, -4
O=C(O)C1C2CC2CN1C(=O)c1ccc(Cl)cc1 (stereo not drawn)
 : 1.0, -2, 0.0, -5, -22, -8, 4, -5, -6
CCCCCCC(=O)Nc1nc(C)c(-c2csc(Nc3cc(OC)ccc3OC)n2)s1
 : 0.3, -9, 0.1, 4, nt, 6, 2, 2, 4
COc1ccc(C(=O)c2c[nH]cc2-c2ccccc2)cc1
 : -1.8, -2, -0.7, -1, 10, 5, 4, 40*, -4
C=CCN1C(=O)c2ccc(C(=O)N(CCC)CC(=O)Nc3ccccc3C)cc2C1=O
 : 0.6, -1, 0.4, 12, 0, 2, 0, -10, 3
O=C(CSc1nc2c(c(=O)[nH]1)CN(Cc1ccc(F)cc1)CC2)Nc1ccc(F)cc1
 : -0.7, -3, -0.7, -18, -13, 8, 3, -1, -3
CCCCOC(=O)/C(=C/c1cn(C)c2ccccc12)NC(=O)c1ccc(OC)cc1
 : -1.0, 5, -0.7, -19, -11, -4, 1, -8, -1
COc1cc2nc(CN3CCN(S(=O)(=O)c4ccccc4)CC3)[nH]c(=O)c2cc1OC
 : 0.4, -8, -0.4, -5, -13, 3, 0, 0, 9
CC(C)(C)OC(=O)NCCCC(CCCNC(=O)OC(C)(C)C)C(=O)O
 : -0.1, -2, 0.6, -3, -6, -4, 1, -21, -3
CCCc1nc(N)c(C#N)c(N)c1C#N
 : -0.5, 8, 0.2, -1, 2, -6, 4, 2, 5
Cc1cc(C)n2nc(SCc3nc4ccccc4[nH]3)nc2n1
 : 1.0, 5, -0.2, -1, 0, 12, 2, -2, -1

The listing continues.
Order of results: D2 ag, D1 PAM, TRHR ag, D1 antag, RXFP1 antag, D2 PAM, D1 agonist, D2 antag, TRHR PAM
COc1cc(C(C(=O)NC(C)(C)C)N(C(=O)CNC(=O)c2cccs2)c2cccnc2)cc(OC)c1OC (stereo not drawn)
 : 0.3, 4, 0.1, 3, 16, -1, 1, -7, 5
COc1ccc(N2C(=O)CCC(C(=O)NCCCN3CCC(C)CC3)C2c2ccc(OC)c(OC)c2)cc1 (stereo not drawn)
 : -0.2, 0, 0.7, 4, 10, nt, 4, 11, 8
O=C(O)/C(=C/c1ccco1)c1ccccc1
 : -0.9, 2, 0.6, -1, nt, -4, 2, -2, 6
CCCCc1ccc(NC(=O)Nc2cccnc2)cc1
 : -0.8, -3, -0.9, -5, 2, 3, 6, -2, 7
CCCCn1nc(NC(=O)c2cccs2)c2cc3ccccc3nc21
 : 0.1, -5, 0.2, -12, -33, -8, 2, -1, -4
CC12CCC(C(=O)N3CCC(Cc4ccccc4)CC3)(C(=O)C1=O)C2(C)C (stereo not drawn)
 : 0.4, 1, -0.3, 11, -13, -2, 0, -17, -10
Cc1ccc(Nc2cc(-n3nc(C)cc3C)ncn2)c(C)c1
 : -0.2, 0, 0.3, -2, -38, -4, 2, 1, 9
Cc1ccc(-c2nnc(SCc3ccccc3C)o2)cc1
 : 0.5, -2, 0.0, 6, nt, 17, -1, nt, 7
CCOc1ccc(Nc2nnc(SCc3nc4ccccc4c(=O)[nH]3)s2)cc1
 : 1.3, -3, 1.2, -10, 0, 2, 3, -5, 0
CC(C)CNC(=O)COC(=O)c1ccc2c(c1)C(=O)N(Cc1ccco1)C2=O
 : -0.6, -9, -0.1, 5, -16, -3, 4, -11, 8
O=C(Cn1nc(Cc2cccnc2)c2ccccc2c1=O)N1CCN(c2ccccn2)CC1
 : -1.3, -2, -0.4, 17, -5, -6, 1, 1, -3
COc1cc(NC(=O)c2cc([N+](=O)[O-])ccc2NC(=O)CNCc2ccccn2)cc(OC)c1
 : -0.7, -4, -2.5, 1, 9, 4, 1, -3, 3
Cc1ccc(NC(=O)c2ccc(OC(=S)N3CCOCC3)cc2)cc1
 : 0.7, -8, 1.5, -7, -11, 0, 2, -4, -1
O=C(N/C(=C\c1cccs1)C(=O)N1CCCCCC1)c1ccccc1
 : nt, -9, -0.4, -14, -17, nt, 1, nt, -8
O=[N+]([O-])c1ncccc1OCc1ccc(Br)cc1F
 : -0.4, -1, 1.0, 21, -2, 4, 1, -15, 7
Cc1ccc(NC(=O)CS(=O)(=O)c2c[nH]c3ccccc23)c(C)c1
 : -0.2, -4, -0.9, 12, -11, 2, 1, -19, 1
CCOc1cc(CNCCN2CCOCC2)ccc1OCc1ccccc1Cl
 : 0.7, -5, -3.7, -22, 1, 11, 37*, -37, 7
N#Cc1ccc(S(=O)(=O)N2CCN(C(=O)C3CC(=O)N(c4ccc5c(c4)OCCO5)C3)CC2)cc1 (stereo not drawn)
 : 0.0, 2, -0.7, 16, 3, -8, 4, 19, -2
CCN(CC(=O)Nc1cc(Cl)ccc1C)C(=O)C1CCCCC1
 : 0.8, -1, -0.6, 1, 5, nt, 1, 0, -11
Nc1nc(N2CCOCC2)n[nH]1
 : 0.3, -6, 0.3, -11, 4, 6, 0, 11, 1
O=C(CCNS(=O)(=O)c1ccccc1)NNC(=O)C1COc2ccccc2O1 (stereo not drawn)
 : 0.8, -3, 1.3, 9, 13, 16, -1, -6, 1
CCCNC(=S)NNC(=O)c1cc(C2CC2)nc2ccccc12
 : -2.4, -3, 0.3, -6, 6, 5, 1, 5, 2

Complete entries as entered above. Order of values: D2 ag	D1 PAM	TRHR ag	D1 antag	RXFP1 antag	D2 PAM	D1 agonist	D2 antag	TRHR PAM
Entry for Nc1nc(N2CCOCC2)n[nH]1 : 0.3	-6	0.3	-11	4	6	0	11	1
Entry for N#Cc1ccc(S(=O)(=O)N2CCN(C(=O)C3CC(=O)N(c4ccc5c(c4)OCCO5)C3)CC2)cc1 (stereo not drawn) : 0.0	2	-0.7	16	3	-8	4	19	-2
